# Assay outcomes from PubChem.
# AddAB inh: less growth of phage-infected E. coli with AddAB; E. coli expressing H. pylori AddAB, absorbance growth; inhibition, % at 11.9 µM; actives 0.29% (n = 330,000); AID 435030; in the data active = inhibition above about 12%;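 also: 0% = vehicle wells of infected cells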
# Mot1-301 SUMO: blocks SUMOylation pathway, rescuing yeast Mot1-301 growth; growth rescue, % at 18.8 µM; S. cerevisiae Mot1-301 growth rescue, ATP luminescence, 38.5C; percent above DMSO median, 100 means doubled; actives 1% (n = 320,000); AID 2716;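 active = every valid replicate shows activation above 250% relative to neutral control wells; inactive = the rest, any valid replicate at or below 250%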;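 also: OY570 slx delta 5 strain wells were the positive control but not used for scaling; some compounds called inactive have numbers as strong as hits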
# phage Ecoli inh: E. coli growth loss with phage present | inhibition, % at 11.9 µM | growth absorbance | actives 0.26% (n = 360,000); in the data active = inhibition above about 11%
# CDK5 p35 inh: inhibitors of human CDK5/p35 kinase; Q00535+Q15078; Recombinant CDK5/p35, ADP-Glo luminescence, 60 min; actives 0.01% (n = 330,000); inhibition, % at 10 µM;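 active = highest replicate inhibition of at least 50% and at least 75% of replicates reaching 50%; inconclusive = only one of the two criteria met; inactive = both criteria failed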;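 also: plate controls were DMSO neutral control for no effect and GW8510 at 10 µM for full effect; many of its hits are not listed in these tables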
# E coli growth: bacterial growth inhibition, counter-screen for AddAB inhibitors; actives 0.27% (n = 330,000); inhibition, % at 11.9 µM; E. coli V3065 growth, OD600 absorbance, 18 h; AID 449728;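 active = inhibition above the campaign's mean inhibition across all tested compounds plus 3 SD, cut at about 9.9% in these data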;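 also: uninfected addAB+ strain grown without phage in ampicillin broth; 0% = DMSO wells and 100% = ciprofloxacin 0.95 µg/ml wells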
# HTR5A inv ctr: HTR5A inverse agonism, opioid heterodimer counter-screen; P47898; actives 0.083% (n = 340,000); HTR5A cell line, luminescence; inhibition, % at 9.3 µM; AID 504634; in the data active = inhibition mostly above about 23%, no sharp cut-off; inactive = mostly below about 18%;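 also: 0% = cells with DMSO and 100% = no-cell wells with DMSO; some compounds called inactive have numbers as strong as hits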
# Target sequence (P47898 whole entry, looked up): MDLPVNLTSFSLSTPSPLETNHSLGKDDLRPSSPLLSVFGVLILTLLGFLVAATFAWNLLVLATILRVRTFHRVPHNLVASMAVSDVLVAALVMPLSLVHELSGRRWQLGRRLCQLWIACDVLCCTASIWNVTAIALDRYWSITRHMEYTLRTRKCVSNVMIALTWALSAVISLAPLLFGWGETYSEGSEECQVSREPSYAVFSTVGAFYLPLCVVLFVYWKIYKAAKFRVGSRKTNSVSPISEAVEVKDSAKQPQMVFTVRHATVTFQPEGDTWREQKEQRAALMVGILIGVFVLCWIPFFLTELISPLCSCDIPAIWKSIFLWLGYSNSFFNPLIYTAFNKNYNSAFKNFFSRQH
# HTR5A ag ctr: HTR5A agonism, opioid heterodimer counter-screen; HTR5A agonist assay, luminescence, cell-based; actives 0.61% (n = 340,000); AID 504692; activation, % at 9.3 µM; P47898; in the data active = activation mostly above about 9.5%, no sharp cut-off; inactive = mostly below about 7.6%;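 also: 0% = cells with vehicle only and 100% = reference agonist; strong numbers were not always called active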
# PKA-R1A act: activators of PKA-R1A complex; P00514+P68181; PKA-R1A dissociation, Cy5-IP20 fluorescence polarization; scaled: DMSO 0%, 113 µM cGMP 100%; actives 0.083% (n = 340,000); activation, % at 11.4 µM;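 active = percent activation above the mean of all tested compounds plus 3 SD, cut at about 19% in these data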;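 also: higher means more PKAc released from R1A so a rise in polarization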
# PKA-R2B act: PKA-R2B complex activation; P22694+P31323; activation, % at 11.4 µM; PKA-R2B holoenzyme dissociation, Cy5-IP20 fluorescence polarization; R2B truncated from residue 108, S112A mutant; 0% DMSO only, 100% 113 µM cGMP; actives 0.079% (n = 340,000); AID 504700;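 active = activation above a cutoff set at the mean over all compounds plus 3 SD, cut at about 18% in these data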;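 also: higher means more holoenzyme dissociation and a rise in polarization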
# Target sequence (P31323 whole entry, looked up, other chains not shown, the tested form may be a part): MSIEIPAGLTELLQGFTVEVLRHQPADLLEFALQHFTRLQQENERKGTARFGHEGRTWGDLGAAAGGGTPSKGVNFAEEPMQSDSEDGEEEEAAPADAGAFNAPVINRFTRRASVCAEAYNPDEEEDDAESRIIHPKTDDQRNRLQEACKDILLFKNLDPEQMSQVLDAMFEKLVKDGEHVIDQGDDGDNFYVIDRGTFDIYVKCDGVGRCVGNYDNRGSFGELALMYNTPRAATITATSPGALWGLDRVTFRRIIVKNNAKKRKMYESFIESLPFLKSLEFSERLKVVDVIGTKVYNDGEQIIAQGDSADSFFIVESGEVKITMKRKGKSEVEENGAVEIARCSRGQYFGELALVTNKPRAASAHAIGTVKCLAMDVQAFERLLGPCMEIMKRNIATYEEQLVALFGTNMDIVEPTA
# Tat export inh: E. coli Tat transport inhibition. E. coli MC4100 TorA-mCherry Tat export, fluorescence. inhibition, % at 10 µM. actives 0.036% (n = 340,000);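 active = mean replicate inhibition at least 50% and at least half of replicates individually reaching 50%; inconclusive = only one of the two criteria met; inactive = neither criterion met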;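 also: exported cargo escapes ClpAP degradation while cytoplasmic cargo is degraded and loses fluorescence; 0% = median of neutral control wells and 100% = median of NaSCN control wells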
# DAGLB inh: diacylglycerol lipase beta (human) inhibition; Q8NCG7; HEK293T DAGLB membrane lysate, EnzChek fluorogenic substrate; inhibition, % at 5.17 µM; actives 0.059% (n = 340,000); AID 504411; in the data active = inhibition above about 34%;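 also: 0% = enzyme with vehicle and 100% = wells lacking enzyme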
# * = called active by the depositor; ? = inconclusive; / = not tested or not shown.
no.	Compound	AddAB inh	Mot1-301 SUMO	phage Ecoli inh	CDK5 p35 inh	E coli growth	HTR5A inv ctr	HTR5A ag ctr	PKA-R1A act	PKA-R2B act	Tat export inh	DAGLB inh
1	O=C(CSc1ccccc1)Nc1ccccc1C(=O)N1CCCC1	-2.1	22	1.6	-0.5	-0.9	2	-1	-5	9	-2	-3
2	CCN(CC)S(=O)(=O)c1ccc(N2C(=O)CC2(/C=C/c2ccccc2)C(=O)NC2CCCC2)cc1 (stereo unspecified)	-0.2	-6	0.9	0.7	-3.4	1	0	-11	-9	-6	-3
3	O=C(NC1CC1)C1=C[C@@H](c2ccccc2)C[C@@H](OCc2ccc(CO)cc2)O1	3.8	227	3.0	-0.1	0.8	-18	3	-13	-8	5	0
4	Cc1cccc(CCN2C(N(C)C)=NC[C@@H]2CC(C)C)c1	0.3	-10	2.9	-1.5	-1.9	-21	4	-7	0	0	-1
5	Nc1nonc1OCCc1ccccc1	2.2	/	1.7	0.6	0.6	-7	-2	-12	-3	-2	-1
6	CCC1(C)Cc2c(sc3nc(SC)nc(NCCN(C)C)c23)CO1 (stereo unspecified)	5.1	488	2.2	1.3	0.5	-44	1	-5	-1	6	1
7	COc1ccccc1CN1CCN(S(=O)(=O)c2ccccc2)CC1	3.9	-12	2.2	-0.3	-2.9	5	-2	0	3	3	-5
8	CC1(C)CC(NC(=O)c2ccc(Cl)c(S(=O)(=O)N(Cc3ccccc3)c3ccccc3)c2)CC(C)(C)N1	-0.2	-8	0.7	-1.3	-2.4	2	-1	-5	6	9	4
9	CC(C)C(=O)Nc1cc(S(=O)(=O)Nc2ccc(Cl)cc2)ccc1Cl	0.2	-27	2.8	-0.1	2.9	-29	2	-4	14	-4	-5
10	CN(C(=O)COC(=O)c1ccccc1SCC(=O)N1CCCC1)c1ccccc1	2.1	9	-1.1	-0.3	0.1	9	1	7	-2	-3	-2
11	Cc1cccc(N2CCN(C(=O)CCNS(=O)(=O)c3ccc4c(c3)oc(=O)n4C)CC2C)c1 (stereo unspecified)	4.4	2	-0.8	0.4	-1.5	6	3	-4	2	-7	-3
12	Cn1c(=O)c(C(=O)COc2ccc(F)cc2Cl)c(N)n(Cc2ccccc2)c1=O	0.9	-4	4.3	-0.6	2.7	-14	1	-2	-11	6	-1
13	NC(=O)c1nsc(C(=O)N(Cc2cccnc2)C(C(=O)NC2CCCCC2)c2ccc(F)cc2)c1N (stereo unspecified)	4.4	-6	-0.6	1.0	-0.8	10	0	6	0	3	1
14	O=C(Cn1ccc2ccccc2c1=O)NCCC(=O)N1CCN(C(=O)c2ccco2)CC1	-0.2	44	2.3	0.2	-2.2	-11	4	-8	4	-14	-3
15	Cc1ccc(N(C(=O)CNC(=O)c2ccco2)C(C(=O)NC2CCCC2)c2ccncc2)cc1 (stereo unspecified)	-0.2	-30	0.7	0.2	-2.5	15	-6	-11	-8	-2	2
16	CCOc1cc(C2C(C(=O)c3ccc(C)o3)=C(O)C(=O)N2CCc2ccccc2)ccc1O (stereo unspecified)	0.1	95	3.6	-2.0	-0.2	-24	2	-10	-13	0	4
17	OCC1OC(n2nc3ccccc3n2)C(O)C(O)C1O (stereo unspecified)	-1.3	8	-1.5	-0.6	0.1	-21	8	1	3	6	2
18	CCc1cc2ccc(C)cc2nc1SCC(=O)c1ccc(NC(C)=O)cc1	1.1	4	1.6	1.8	-0.5	0	-3	6	-10	10	-4
19	COc1cccc(/C=N/NC(=O)C(=O)NCc2cccnc2)c1OC	2.8	77	0.6	1.3	0.7	18	1	-4	-3	4	2
20	COc1ccc(/C=N\NC(=O)C2=NNC(=O)C2C)cc1 (stereo unspecified)	1.8	-8	2.2	1.0	2.3	8	-1	8	14	-9	3
21	N#Cc1cn(CCOC(=O)c2cccc(C(F)(F)F)c2)c(=O)[nH]c1=O	3.1	-10	4.8	-1.3	-1.7	-1	0	6	10	6	2
22	CCCC(=O)N1CCN(c2ccc(NC(=O)c3ccc(OCC)c([N+](=O)[O-])c3)cc2)CC1	-0.3	4	2.9	1.3	3.0	13	4	1	-4	-4	1
23	CCOC(=O)c1c(NC(=O)CSC(=S)N2CCOCC2)sc(C)c1C	0.1	20	2.9	-1.1	-1.0	-11	3	-6	-2	7	-5
24	COc1ccc(C(=O)C2CCCN(Cc3cccn3-c3cccnc3)C2)cc1OC (stereo unspecified)	-1.1	14	1.5	0.9	-1.2	-7	-2	0	1	-1	1
25	Cc1cccc2c1nc(-c1ccccc1)n1cnnc21	-0.2	7	2.7	0.1	-0.5	9	1	-6	3	-4	0
26	COc1ccc2c(c1)c(/C=N/Nc1ccc(C(=O)O)cc1)c(C)n2C	-0.6	-24	-2.7	-1.8	-4.2	13	1	2	-1	-3	1
27	COc1cccc(NC(=O)CSc2ccc3nnc(-c4ccccn4)n3n2)c1	3.7	-4	2.4	1.5	-1.5	5	0	-14	2	-3	2
28	O=C(Nc1ccc(-c2nc3ccccc3o2)cc1)c1ccc(N2C(=O)C3C4C=CC(C4)C3C2=O)cc1 (stereo unspecified)	0.0	2	-2.1	-1.3	-2.1	-6	1	4	-5	24	0
29	CC(C)CC(=O)N1CCN(C(=O)c2ccco2)CC1	2.7	38	2.8	-0.5	-1.4	-16	6	3	-7	-6	2
30	CCC(C)(C)NC(=O)CN(C(=O)CCC(=O)Nc1nccs1)c1cccc(C)c1	0.8	7	2.1	0.8	-2.0	-4	1	-14	-5	6	-1
31	Cc1cc(-n2c(C)cc(C(=O)COc3ccc4ccc(=O)oc4c3)c2C)no1	1.3	1	2.0	-1.2	2.0	11	-4	8	-7	-2	0
32	COc1ccc(/C=N/OC(=O)Nc2ccccc2)cc1[N+](=O)[O-]	3.3	2	-2.3	0.6	-1.4	7	2	-11	2	-5	1
33	CCN(C(=O)CSc1nnc(Nc2ccccc2C)s1)C1CCS(=O)(=O)C1 (stereo unspecified)	0.6	5	1.9	1.1	-3.1	-23	2	-5	-16	-2	2
34	CCCN1C(=O)/C(=C\C=C2/C=CN(CC)c3ccccc32)SC1=S	-0.2	-2	-1.6	9.1	-1.6	0	3	2	1	-8	2
35	CNC(=O)/C(C#N)=C/c1cc(C)n(-c2ccc(N3CCOCC3)cc2)c1C	4.1	4	2.5	1.4	1.1	-6	0	-9	2	-5	2
36	O=c1c(-c2nc3ccccc3s2)cccn1Cc1ccccc1	4.2	24	-0.5	-7.3	0.2	0	0	1	3	21	0
37	O=C(Nc1cccc(Cl)c1)Nc1ccccc1NS(=O)(=O)c1cccs1	3.5	2	8.3	-1.4	1.6	2	4	-8	-3	0	5
38	COc1ccc(-n2nnc3c(SCC(=O)c4ccccc4)ncnc32)cc1	-2.6	-17	3.7	-0.2	-0.4	-15	6	1	-3	0	-3
39	Cc1nc2ccc(C(=O)Nc3ccc4nc[nH]c4c3)cc2[nH]1	2.7	0	1.2	-0.5	2.1	5	-1	-2	-1	?	-3
40	COc1ccc(N2C(=O)CSC2c2ccccc2)cc1 (stereo unspecified)	-0.6	60	0.9	1.1	0.9	1	0	0	-1	-14	-2
41	CCCC1(C(=O)OCC)NC(c2ccc(OC)cc2OC)C2C(=O)N(c3ccccc3)C(=O)C21 (stereo unspecified)	1.3	9	2.0	-0.1	-0.3	7	-3	8	-3	7	-1
42	Cc1ccc(C(=O)Nn2cnnc2)cc1S(=O)(=O)N1CCOCC1	2.9	4	1.4	-3.6	0.7	-37	7	4	4	4	-1
43	O=C(Nc1ccc2nc3n(c(=O)c2c1)CCCC3)c1cccc([N+](=O)[O-])c1	0.5	/	0.1	0.9	-1.6	-12	9	4	1	-4	-1
44	COc1ccc(CCNC(=O)COC(=O)/C=C/c2cc(OC)c(OC)c(OC)c2)cc1OC	1.6	109	4.9	-0.8	0.6	-2	1	2	-2	2	0
45	Cc1ccccc1OCC(=O)NNC(=O)C1CCCCC1C(=O)O (stereo unspecified)	1.4	-8	3.8	-2.0	0.1	-14	-2	2	-15	-6	-2
46	Cc1ccc(NC(=O)CCC(=O)NNC(=O)NC2CCCCC2)c(C)c1	-0.7	2	4.8	-2.5	-1.3	14	2	0	-10	-1	1
47	Cc1ccc2cccc(OCC(=O)NCCC3=CCCCC3)c2n1	0.5	-8	/	0.1	-0.3	-14	6	-6	7	10	-9
48	C=CCn1c(=NC(=O)c2cccs2)sc2cccc(OC)c21	2.2	289	-0.6	-0.4	2.0	-20	2	-13	1	0	-6
49	CCOC(=O)C1=C(C)NC2=C(C(=O)C(C(=O)OCC)C(c3ccccc3OC)C2)C1c1ccccn1 (stereo unspecified)	3.2	-5	2.3	-1.0	0.4	19	-9	0	-4	2	2
50	O=C(NCC1CCN(Cc2cccc(Cl)c2)CC1)C1CCCN(c2ncnc3c2nc2n3CCCCC2)C1 (stereo unspecified)	1.5	59	2.8	-0.1	-1.9	-5	1	6	4	8	-3
51	O=c1nc(N2CCCC2)nc(Nc2ccccc2)[nH]1	-0.6	170	-0.8	0.6	-0.7	12	4	5	5	0	3
52	COc1ccc(C)c(NC(=O)NCCc2cnc[nH]2)c1	-1.1	30	2.4	-2.7	0.8	1	0	5	-3	5	-1
53	O=C(NCc1ccc(F)cc1)c1cccc2c1C(=O)c1ccc(N3CCC(Cc4ccccc4)CC3)cc1S2(=O)=O	0.9	-17	0.6	1.1	-1.2	-24	9	8	-12	1	-20
54	O=c1cnn(-c2ccc(Cl)cc2Cl)c(-c2ccccc2)c1	5.1	11	3.2	1.1	1.2	2	7	4	-2	-4	-5
55	O=[N+]([O-])c1ccc(NC(=S)NCCc2ccccc2)cc1	8.3	-11	7.9	2.2	6.4	9	-4	-14	-4	-3	-5
56	CN(Cc1cn(C)nc1-c1ccccc1F)C1CCOC1 (stereo unspecified)	4.0	21	2.9	0.9	-0.3	22	3	0	7	3	-2
57	CCC(=O)Nn1cnc2c(c1=O)C1(CCCCC1)Cc1ccccc1-2	-2.4	-18	2.1	1.0	-2.2	-1	6	5	-13	-2	-6
58	O=C1NC[C@H](Cc2ccccc2)N(CC2CCN(CCCCc3ccccc3)CC2)C1=O	/	/	3.0	-1.0	/	-8	2	-14	-1	0	-1
59	Cc1ccc(CSc2nnc([C@@H]3CCCN3C(=O)OC(C)(C)C)o2)cc1	-7.6	-14	2.2	0.2	0.9	-12	8	11	2	5	-8
60	COc1ccc(CCNC(=O)c2cccc(S(=O)(=O)N3CCCC3)c2)cc1OC	1.3	-22	1.4	0.7	0.3	4	-2	-1	-2	-3	0
61	CCCOc1ccc(C(=O)Nc2cc(S(=O)(=O)N3CCOCC3)ccc2N2CCOCC2)cc1	0.5	-9	1.1	-0.7	1.2	23	-4	-6	-4	0	2

# Hits appear at their usual frequency (roughly 2.3% active in at least one column).
